TEAD-YAP block: TEAD-YAP interaction inhibition; inhibition, % at 9.12 µM; AID 1259422; 640,000 compounds, 1.4% hits; HEK-TIYL cells, TEAD-Gal4/YAP UAS-luciferase luminescence; in the data active means inhibition above about 32%;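 further: 0% = median of test compound wells and 100% = reference inhibitor wells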
GPR151 ag: activators of human GPR151 | Q8TDV0 | PathHunter beta-arrestin GPR151 cells, luminescence | activation, % at 11.2 µM | 650,000 compounds, 1% hits | AID 1508602; in the data active means activation above about 4.9%;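 further: 0% = median of compound wells and 100% = cells with positive control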
Target sequence (Q8TDV0 whole entry, looked up): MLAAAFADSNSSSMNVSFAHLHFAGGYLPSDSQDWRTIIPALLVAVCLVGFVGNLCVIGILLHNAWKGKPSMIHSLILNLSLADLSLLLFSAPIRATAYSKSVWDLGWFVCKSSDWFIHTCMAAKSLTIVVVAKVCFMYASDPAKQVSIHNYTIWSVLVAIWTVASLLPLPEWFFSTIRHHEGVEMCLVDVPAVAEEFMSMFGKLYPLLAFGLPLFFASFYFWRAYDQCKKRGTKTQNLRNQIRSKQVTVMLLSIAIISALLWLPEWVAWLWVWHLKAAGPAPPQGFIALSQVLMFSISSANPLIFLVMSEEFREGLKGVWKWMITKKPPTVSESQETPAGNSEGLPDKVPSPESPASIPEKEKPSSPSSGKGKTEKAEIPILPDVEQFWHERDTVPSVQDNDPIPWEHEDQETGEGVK
FBW7 act: human FBW7 E3 ligase activation, primary screen; Q969H0; AlphaScreen FBW7–phospho-cyclin E peptide binding, activator screen; 650,000 compounds, 0.13% hits; normalized activity (activation), % at 26.1 µM; in the data active means normalized activity above about 1.9%;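 further: purified mutant Fbw7 with reduced substrate affinity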
Target sequence (Q969H0 whole entry, looked up): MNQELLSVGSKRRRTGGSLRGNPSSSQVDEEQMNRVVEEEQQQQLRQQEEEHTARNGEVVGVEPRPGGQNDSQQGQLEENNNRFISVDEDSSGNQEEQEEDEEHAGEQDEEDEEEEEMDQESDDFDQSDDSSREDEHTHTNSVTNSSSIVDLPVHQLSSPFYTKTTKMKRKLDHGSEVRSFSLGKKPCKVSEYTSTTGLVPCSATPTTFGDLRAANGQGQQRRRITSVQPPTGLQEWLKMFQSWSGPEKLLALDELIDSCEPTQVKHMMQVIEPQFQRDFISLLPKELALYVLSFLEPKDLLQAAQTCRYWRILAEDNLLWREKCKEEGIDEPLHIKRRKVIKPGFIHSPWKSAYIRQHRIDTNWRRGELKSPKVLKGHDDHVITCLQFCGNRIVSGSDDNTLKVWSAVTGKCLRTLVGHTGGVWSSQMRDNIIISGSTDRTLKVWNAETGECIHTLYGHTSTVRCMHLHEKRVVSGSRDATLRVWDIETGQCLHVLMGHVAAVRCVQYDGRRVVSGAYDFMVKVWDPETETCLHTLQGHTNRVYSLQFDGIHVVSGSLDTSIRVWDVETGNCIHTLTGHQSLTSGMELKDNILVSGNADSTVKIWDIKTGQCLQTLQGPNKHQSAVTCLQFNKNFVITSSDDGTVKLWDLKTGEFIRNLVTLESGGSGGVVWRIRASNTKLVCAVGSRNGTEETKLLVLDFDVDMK
MITF primary: blocks human microphthalmia-associated transcription factor; AlphaScreen MITF homodimerization, bead proximity signal; AID 1259374; O75030; 650,000 compounds, 0.91% hits; inhibition, % at 2.6 µM; in the data active means inhibition above about 50%;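 further: 0% = vehicle wells with protein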
The depositor's hits bear a star; & = joins results of further samples.

SMILES	TEAD-YAP block	GPR151 ag	FBW7 act	MITF primary
CC(=O)NC(CCS(C)(=O)=O)C(=O)Nc1ccc(C)c(Cl)c1 (centres undefined)	-4	0.0	0.1	-6
O=C(NCCc1c[nH]c2ccccc12)c1cccn2c(=O)c3c4c(sc3nc12)CCCC4	-12	-0.7	-0.1	-3
Cc1ccccc1/C=C1/C(=N)N2N=C(CC(C)C)SC2=NC1=O	-1	-2.3	0.2	13
CCOC(=O)C1=C(CC)OC(N)=C(C#N)C1c1ccc(OC)c(C)c1 (centres undefined)	1	0.0	-0.1	-1
Cn1c(=O)c2c(nc(NCC3CCCO3)n2Cc2ccccc2)n(C)c1=O (centres undefined)	7	0.2	0.2	10
O=C(Cc1ccc(O)cc1)N1CCCC1c1nc2ccccc2[nH]1 (centres undefined)	5	0.1	0.0	4
CC(C)(C)c1ccc(C(=O)N/C(=C/c2cccs2)C(=O)Nc2ccc(F)cc2)cc1	-5	-1.2	-0.1	4
Cc1cc(C)cc(N=C2NC(=O)/C(=C/c3ccc(-c4cc(Cl)ccc4Cl)o3)S2)c1	-3	-1.5	-0.4	-9
[O-][N+]1=C2CCc3nonc3C2(O)CC1N1CCOCC1 (centres undefined)	4	0.9	0.2	6
N#CC1=C(N)Oc2c(O)cc3ccccc3c2C1c1cccnc1 (centres undefined)	9	1.2	0.3	-4
CC1(C)CC(=O)C(C(c2ccc(Br)cc2)C2C(=O)CC(C)(C)CC2=O)C(=O)C1	-10	-2.7	0.5	-6
CC1(C)SCCN1C(=O)c1cnc2sccn2c1=O	6	0.9	-0.4	4
CC[C@H](C)[C@H](NC(=O)c1ccc(Cl)cc1)C(=O)OCC(N)=O	-2	-3.0	0.1	18
O=C1c2sc3nc4n(c(=O)c3c2CCC1Br)CCCCC4 (centres undefined)	25	-1.6	0.8	18
CN(CCc1ccccn1)C(=O)CCC1CCCN(C(=O)CN2CCOC2=O)C1 (centres undefined)	-4	-0.2	-0.1	-11
Cc1sc(N)nc1-c1ccc2c(c1)CCN2C(=O)C1CCCCC1	27	-0.1	0.1	13
NS(=O)(=O)c1cccc(NC(=O)CSc2nnc(-c3ccccc3)o2)c1	0	-1.3	0.1	11
COCCNC(=O)c1ccccc1NS(=O)(=O)c1ccc(OC)c(Cl)c1Cl	2	-0.2	-0.1	2
CCOc1ccc(NC(=O)C(C)N2c3cccc4cccc(c34)S2(=O)=O)cc1 (centres undefined)	-18	0.1	0.0	-8
COCC(=O)NCC1CCC2(CCN(Cc3ccc(N(C)c4ccccc4)cc3)CC2)O1 (centres undefined)	3	1.0	-0.2	4
CC(C(=O)N1CCCC1)N(C)CC(=O)Nc1cccc(F)c1 (centres undefined)	5	-1.2	0.0	48
O=C(c1ccc([N+](=O)[O-])s1)N1CCc2ccccc21	2	1.1	-0.9	5
O=C(COc1ccc2ccccc2c1)Nc1c2c(nn1-c1cccc(Cl)c1)CS(=O)(=O)C2	-12	-0.5	-0.3	2
CCOc1ccc2c(c1)-c1c(ssc1=Nc1cccc(F)c1)C(C)(C)N2	10	0.1	0.2	23
O=C(CSc1nnc(Cc2cc(=O)[nH]c(=O)[nH]2)n1-c1ccccc1)NCC1CCCO1 (centres undefined)	5	0.4	0.2	16

Some of the entries above in a different format.
NS(=O)(=O)c1cccc(NC(=O)CSc2nnc(-c3ccccc3)o2)c1
  TEAD-YAP block: 0	GPR151 ag: -1.3	FBW7 act: 0.1	MITF primary: 11
CC[C@H](C)[C@H](NC(=O)c1ccc(Cl)cc1)C(=O)OCC(N)=O
  TEAD-YAP block: -2	GPR151 ag: -3.0	FBW7 act: 0.1	MITF primary: 18
CCOc1ccc2c(c1)-c1c(ssc1=Nc1cccc(F)c1)C(C)(C)N2
  TEAD-YAP block: 10	GPR151 ag: 0.1	FBW7 act: 0.2	MITF primary: 23
CN(CCc1ccccn1)C(=O)CCC1CCCN(C(=O)CN2CCOC2=O)C1 (centres undefined)
  TEAD-YAP block: -4	GPR151 ag: -0.2	FBW7 act: -0.1	MITF primary: -11

Returning to the listing with the two entries that preceded the break.
SMILES	TEAD-YAP block	GPR151 ag	FBW7 act	MITF primary
CCOc1ccc2c(c1)-c1c(ssc1=Nc1cccc(F)c1)C(C)(C)N2	10	0.1	0.2	23
O=C(CSc1nnc(Cc2cc(=O)[nH]c(=O)[nH]2)n1-c1ccccc1)NCC1CCCO1 (centres undefined)	5	0.4	0.2	16
N#Cc1ccc(Oc2ccc(NC(=O)/C=C\C(=O)O)cc2)cc1	-5	5.3*	-0.1	5
Cc1ccc(-c2c(C)nn3c(N4CCC(O)CC4)c4c(nc23)CCC4)cc1	10	-0.8	0.0	10
CCCCn1c(=O)[nH]c(=O)c2c1nc(-c1ccc(C)c([N+](=O)[O-])c1)n2CC	-11	-0.2	0.5	11
O=C(Nc1nccs1)c1cc([N+](=O)[O-])ccc1Cl	45*	-0.6	0.2	7
Cc1ccc(NC(=O)c2cccc(-n3cnnn3)c2)c(C)c1	3	-0.4	0.2	-2
CC(=O)N1CCc2c(sc(NC(=O)CCSc3ccccc3)c2C(N)=O)C1	4	-1.9	0.0	9
Cc1[nH]c(=O)n(C)c(=O)c1CCC(=O)NC(C)c1ccccc1 (centres undefined)	1	-0.7	1.0	15
CCOC(=O)c1sc(N)c(C#N)c1COC(=O)[C@@H](NC(=O)Cc1ccccc1)C(C)C	3	2.5	0.2	-17
c1ccc(N=c2scc(-c3ccccc3)n2Cc2ccc3c(c2)OCO3)cc1	-38	0.0	0.0	3
CCn1c(=S)sc2c(=O)n(-c3ccccc3)c(SCc3ccccc3C)nc21	-1	-0.7	0.2	-8
CC(C)OCCCNC(=O)CC1C(=O)NCCN1CC1CCCCC1 (centres undefined)	-2	-0.8	0.1	-6
COC(=O)c1c(NC(=O)c2ccccc2Cl)sc2c1CCCCCC2	3	-0.3	0.4	2
O=C(CCCc1nc(-c2ccccc2Cl)no1)Nc1ccccc1F	2	-0.6	0.0	16
Cc1ccc(NCC(=O)N/N=C\c2cc(Br)cc(Cl)c2O)cc1	-10	-1.0	-0.2	-26
COC(=O)C1=C(C)N(CC(C)C)C(=O)/C1=C\c1ccc(Cl)c(Cl)c1	-7	-1.5	0.2	7
CC(C)(CO)Nc1ccc(Cl)cc1[N+](=O)[O-]	-23	-0.8	0.0	6
COc1cc(OC)cc(-c2nc(-c3ccccc3)c(-c3ccc(F)cc3)[nH]2)c1	10	2.2	-0.2	3
Clc1ccc2nc(SCc3ccc(Br)cc3)[nH]c2c1	-16	-0.7	0.5	14
COc1ccc2nc(NC(=O)Cn3c(=O)oc4ccccc43)sc2c1	-6	2.5	0.0	8
CC(NCCc1ccccc1)C(=O)NC(=O)NC1CCCCC1 (centres undefined)	-7	1.7	-0.2	2
C=CCOc1ccc2c(C)cc(=O)oc2c1I	-6	-1.1	0.0	3
O=C(Nc1ccc(Br)c(Cl)c1)C1CC(=O)N(C2CCCCC2)C1 (centres undefined)	0	-1.5	-0.2	-15
COc1ccc(/C(O)=C/C(=O)C(=O)Nc2ccccc2)cc1	-9	0.0	-0.1	-22
CC1(C)CC(=O)C=C(NNC(=O)Cc2ccccc2)C1	-2	-0.7	0.7	4
COc1ccc(NC(=O)c2ccc(Nc3nc(-c4ccccc4)c4cc(Cl)ccc4n3)cc2)cc1	6	1.1	-0.1	4

Further structures
SMILES	TEAD-YAP block	GPR151 ag	FBW7 act	MITF primary
COc1cc(NC(=O)NC2(c3ccccc3)CC2)c(OC)cc1Cl	-7	0.5	0.0	-28
CC(C)N(C)S(=O)(=O)c1cccc(C(=O)N2CCC(C(N)=O)CC2)c1	-5	-0.1	-0.2	0
CC(C)CC(=O)NC(N1CC(C)OC(C)C1)C(Cl)(Cl)Cl (centres undefined)	-1	-0.6	-0.2	-8
CCOc1ccccc1CN1CCC(n2nccc2NC(=O)CCc2ccccc2)CC1	-12	0.0	0.0	-8
CC1Cc2ccccc2N1C(=S)NCC1CCCO1 (centres undefined)	-2	-1.4	0.5	13
CCc1ccc(OC(=O)Cn2cnc3sc4c(c3c2=O)CCCC4)cc1	6	-1.5	-0.2	-1
COCCn1c(C)nnc1SCC(=O)N1CCCC1	-1	-1.4	0.7	15
Cc1cc(=O)[nH]c(-n2[nH]c(C)cc2=O)n1	-3	-0.2	-0.1	16
CC(C)(CO)NC(=O)c1cnc2scc(C(C)(C)C)n2c1=O	5	-0.3	-0.1	-7
CCCCC(=O)Nc1cccc(Oc2nc(C)c(Cl)c(C)c2C#N)c1	2	2.4	0.0	-5
O=C/C(=C\Nc1ccc(S(=O)(=O)N2CCCCC2)cc1)c1nc2ccccc2o1	-5	2.3	-0.1	-2
COCCN=CC1=C(O)CC(c2ccccc2)CC1=O (centres undefined)	-2&3	0.3&-0.4	-0.1&0.0	4&-9
Cc1cc(C)n(CCNC(=O)NC(c2ccccc2)c2ccccc2)n1	-3	2.1	0.0	0
CCOC(=O)c1c(NC(=O)CN(C)C)sc(C)c1C	6	0.2	0.2	5
CCOc1ccc(CN2CCN(C3CCC(C)CC3)CC2)cc1 (centres undefined)	3	0.0	-0.1	71*
Cc1ccc(SCCNC(=O)CN(c2ccc3c(c2)OCO3)S(C)(=O)=O)cc1	12	4.3	-0.7	4
COc1cc(NC(=S)NCc2ccco2)cc(OC)c1OC	-12	0.1	0.2	1
CCOC(=O)N1CCN(C(=O)CN2N=C(c3ccc(C)cc3)CCC2=O)CC1	2	-0.5	1.1	20
O=C1CC2(CCN(Cc3ccccc3)CC2)Oc2ccc(F)cc21	3	-0.6	0.7	-5
Cc1cccc(N2CC(=O)NC2=O)c1	-1	-2.1	0.3	4
O=C(Cc1cccc(Cl)c1)NCC1CCC2(CCN(C(=O)C3CC3)CC2)O1 (centres undefined)	0	1.8	0.2	16
COCC(=O)Nc1ccc(Br)cc1F	-16	1.3	0.3	13
Cc1cnc(C(=O)OCc2ccc(C#N)cc2)cn1	4	0.4	-0.1	-7
Cc1cc(-c2cnc(C)nc2C2CCCN(Cc3ccncc3)C2)on1 (centres undefined)	-13	0.3	-0.2	36
Cn1c(SCC(=O)Nc2nc3c(s2)CCCC3)nnc1-c1ccco1	-3	-1.1	0.0	5

Additional results:
SMILES	TEAD-YAP block	GPR151 ag	FBW7 act	MITF primary
Cc1ccc(-c2noc(CN3CCN(c4ccc([N+](=O)[O-])cc4)CC3)n2)cc1	1	-0.6	0.0	5
O=C(Cc1c(F)cccc1Cl)Nc1cccnc1	6	-0.6	0.5	11
Cc1ccc(C23CC4CC(CC(C4)C2)C3)cc1NC(=O)Nc1ccccc1	-10	-0.6	0.1	7
CCc1c(C(=O)N/N=C/c2cc(OC)c(OC)cc2OC)nnn1-c1nonc1N	3	-1.2	1.2	22
COc1ccc(OC)c(NC(=O)C(=O)NCc2ccccn2)c1	3	-2.2	0.3	6
Cc1cnc(Nc2ccc(N3CCOCC3)cc2)nc1NC1CCN(Cc2ccccc2)CC1	3	0.0	-0.1	2
CCOC(=O)C1=C(C)N=c2s/c(=C\c3ccc(-c4ccc([N+](=O)[O-])cc4OC)o3)c(=O)n2C1c1cc(OC)ccc1OC (centres undefined)	-4	1.0	-0.1	9
O=C(O)c1ccccc1C(=O)c1ccc(Br)cc1	5	0.5	-0.1	4
O=C(CCN1C(=O)/C(=C\c2cccs2)SC1=S)Nc1ccc(C(=O)O)cc1	2	-1.1	-0.2	24
O=C(c1oc(=O)c2ccccc2c1-c1ccccc1)N1CCC(O)(c2cccc(C(F)(F)F)c2)CC1	-12	0.5	0.1	14
COc1ccc(/C=C2/SC(=Nc3ccccc3Cl)NC2=O)cc1	37*	1.2	-0.1	3
c1ccc2oc(-c3ccc4nc[nH]c4c3)nc2c1	9	-3.2	0.0	11
O=C1c2cccc([N+](=O)[O-])c2C(=O)N1CN1CCc2ccccc2C1	-7	-1.6	0.7	15
CCCCN(C)CCCN1C(=O)C2C(C(=O)Nc3cccc(C)c3)C3C=CC2(O3)C1C(=O)NC1CCCC(C)C1C (centres undefined)	3	1.0	0.3	1
Cc1ccc(-c2n[nH]c3c2C(c2cccc(O)c2)NC3=O)cc1 (centres undefined)	9	-1.1	-0.2	4
CCCNC(=O)c1cccc(-c2ccc(N3CCOCC3)nc2)n1	-4	-0.4	-0.2	1
COc1ccc(CCN2CCC(=O)C(C)C2C)cc1OC (centres undefined)	-5	0.0	-0.2	25
CCC(=Nc1ccccc1OC)NNc1ccc([N+](=O)[O-])cc1[N+](=O)[O-]	4	0.2	-0.1	16
CCOC(=O)C1=C(C)NC(=O)N(C(C)=O)C1c1ccc(Cl)cc1 (centres undefined)	9	0.0	0.0	2
CCCCC(CC)C(=O)Nc1ccc(N(C)C(C)=O)cc1 (centres undefined)	-2	0.3	0.0	-9
C[C@@H](O)[C@@H]1NC(=O)[C@@H]2C[C@H](NCc3cccc(Cl)c3)CN2C1=O	-6	-1.1	-0.1	2
NS(=O)(=O)c1ccc(Nc2nccc(-c3ccccc3)n2)cc1	-16	-0.6	-0.2	-5
O=C(NOC(=O)c1ccccc1F)c1ccc(OC(F)F)cc1	8	-1.1	0.1	15
CCN(CC)c1ccc(NC(=O)C(C)Oc2ccc(Cl)cc2Cl)cc1 (centres undefined)	11	0.5	0.1	5
Clc1ccc(CSc2nc3ncccc3[nH]2)cc1Cl	-32	-1.1	0.2	-2
Cc1cccc(N2C(=O)c3cccc4c(N5CCCCC5)ccc(c34)C2=O)c1	0	0.2	0.1	4
CCCNc1nc(Nc2ccnn2C)nc2c1ncn2Cc1ccc(C(F)(F)F)cc1	-1	0.3	-0.2	-8

One compound at a time (already shown).
O=C(NOC(=O)c1ccccc1F)c1ccc(OC(F)F)cc1 is listed with TEAD-YAP block: 8; GPR151 ag: -1.1; FBW7 act: 0.1; MITF primary: 15
CCOC(=O)C1=C(C)N=c2s/c(=C\c3ccc(-c4ccc([N+](=O)[O-])cc4OC)o3)c(=O)n2C1c1cc(OC)ccc1OC (centres undefined) is listed with TEAD-YAP block: -4; GPR151 ag: 1.0; FBW7 act: -0.1; MITF primary: 9
